RXFP1 antag: RXFP1 (human) relaxin receptor antagonism | HEK293-RXFP1, relaxin-stimulated cAMP HTRF, 30 min; active compounds read low | hit rate 0.59% among 350,000 | activity change, negative = inhibition, % at 57.5 µM | Q9HBX9;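 active = activity change of -60% or lower, but not beyond a set lower limit; inconclusive = change between -60% and -40%, or beyond the set limit; inactive = change above -40%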; note: % is set by controls: 0 for no effect and ±100 for the full control effect
D1 potentiator: enhances dopamine response at the human D1 receptor; potentiation, % at 10 µM; P21728; hit rate 0.036% among 360,000; HEK293 TREx D1 cells, calcium flux, dopamine EC20 potentiation; in the data active = potentiation above about 30%; note: 0% is about no effect
Target sequence (P21728 whole entry, looked up): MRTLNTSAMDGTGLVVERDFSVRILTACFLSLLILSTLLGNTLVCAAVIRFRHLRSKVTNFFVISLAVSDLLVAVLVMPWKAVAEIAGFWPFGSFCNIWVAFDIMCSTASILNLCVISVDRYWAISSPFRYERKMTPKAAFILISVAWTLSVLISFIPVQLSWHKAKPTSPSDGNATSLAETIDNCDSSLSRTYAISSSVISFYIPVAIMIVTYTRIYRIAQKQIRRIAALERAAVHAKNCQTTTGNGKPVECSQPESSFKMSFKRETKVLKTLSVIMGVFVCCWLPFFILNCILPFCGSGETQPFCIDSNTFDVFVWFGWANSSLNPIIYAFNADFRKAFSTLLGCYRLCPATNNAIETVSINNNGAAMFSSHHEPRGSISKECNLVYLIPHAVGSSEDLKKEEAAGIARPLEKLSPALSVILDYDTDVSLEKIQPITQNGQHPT
Apoferritin bind: candidate novel general anesthetic via apoferritin binding; P02791; apoferritin/1-aminoanthracene competitive binding, fluorescence; Potency, µM (top dose mostly 77.5 µM), for inactives: at the highest dose activity change, negative = displacement, actives largely listed as inhibitors; hit rate 0.074% among 350,000; AID 485281; note: potency is the fitted concentration of half-maximal effect; % is set by controls: 0 for no effect and ±100 for the full control effect; nearly all actives have a fitted effect of over 20% in size
Target sequence (P02791 2-175 limits assumed): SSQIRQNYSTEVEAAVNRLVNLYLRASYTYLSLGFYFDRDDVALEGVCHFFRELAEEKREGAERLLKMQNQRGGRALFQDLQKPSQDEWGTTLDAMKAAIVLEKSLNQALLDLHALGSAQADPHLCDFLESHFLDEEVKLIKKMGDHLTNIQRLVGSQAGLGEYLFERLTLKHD
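Probe: 1-aminoanthracene (50% saturated, PBS). Protein: horse-spleen apoferritin, 10 uM. Incubation: 10 min, room temperature. Detection: 380 nm excitation, 535 nm emission. Analysis: normalized response, four-parameter Hill.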
D1 ag: human D1 receptor agonism; P21728; HEK293 T-REx D1 cells, calcium flux, agonist mode; activation, % at 2 µM; hit rate 1% among 360,000; AID 504660; in the data active = activation above about 30%; note: 0% is about no effect
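Agonism was scored from calcium flux recorded over 180 s (1 read/s) after pintool compound addition, following a 10-cycle baseline. Cells were inducible force-coupled HEK293 TREx D1, plated overnight at 30 C and loaded with no-wash calcium dye.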
TRHR ag: agonists of human TRH receptor | P34981 | TRHR cells, calcium flux fluo-8, FDSS agonist mode | activation, % at 2 µM | hit rate 0.18% among 360,000 | AID 493084; in the data active = activation above about 30%; note: 0% is about no effect
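Fluo-8-loaded TRHR cells; 10 s baseline, compound added, kinetic Ca2+ fluorescence read 1/s, agonist mode.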
TRHR enhancer: allosterically enhances the human TRH receptor; P34981; TRHR cells, fluo-8 calcium fluorescence, EC20 TRH enhancement; enhancement, % at 2 µM; hit rate 0.66% among 360,000; AID 493056; in the data active = enhancement above about 30%; note: 0% is about no effect
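Enhancer read-out: after compound pinning and an initial kinetic agonist-mode read, an EC20 of TRH (10 nM final) was injected and fluo-8 calcium signal (Ex 480/Em 530) followed at 1 s/cycle for 100 cycles in TRHR-expressing cells.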
D2 potentiator: positively modulates the human D2 dopamine receptor allosterically; hit rate 0.34% among 340,000; P14416; potentiation, % at 10 µM; HEK293 T-REx D2, calcium flux, EC20 dopamine potentiation; AID 485347;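 active = potentiation over 3 SD above the plate norm, cut at about 30% in these data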; note: 0% is about no effect
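Cells plated with tetracycline inducer and held overnight at 30 C; calcium dye loaded 30–90 min at room temperature; baseline taken, compound added and read 180 s; EC20 dopamine then added and read 180 s.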
D1 antagonist: blocks dopamine activation of the human D1 receptor; P21728; HEK293 TREx D1 cells, calcium flux, dopamine EC80; active compounds read low; activity change, negative = inhibition, % at 10 µM; hit rate 3.2% among 360,000; AID 504652; in the data active = activity change below about -30%; note: % is set by controls: 0 for no effect and ±100 for the full control effect
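Allosteric or orthosteric antagonism assessed as attenuation of the calcium response to EC80 dopamine, added 180 s after compound, in induced HEK293 Trex D1 cells loaded with no-wash calcium dye.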
RXFP1 agonist: agonists of human relaxin receptor RXFP1; HEK293T-RXFP1 cAMP TR-FRET, 30 min; response scale: percent of porcine relaxin response, buffer zero; Potency, µM (titrated, usually from 57.5 µM), for the others: top-dose activation, hits mostly activators; hit rate 0.3% among 370,000; note: potency is the fitted concentration of half-maximal effect; % is set by controls: 0 for no effect and ±100 for the full control effect; nearly all actives have a fitted effect of over 60% in size; many of its hits are not listed in these tables
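Agonist response is measured as cAMP accumulation in an RXFP1-transfected HEK293T line under PDE4 inhibition. Values are scaled between buffer-only and 29 nM porcine relaxin, and EC50s come from standard Hill equation fits.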
An asterisk follows results filed as active; ? = inconclusive; nt = not tested or not shown; [ ] = another dose, or the depositor's remark. Unless noted, calls come from the whole dose curve; as a rule, active = well fitted curve in the direction sought with a large enough effect; inconclusive = small, poorly fitted or top-dose-only effect, or another doubt; inactive = no such curve, though single readings can be large; an effect the other way counts as inactive or inconclusive.

| Compound | RXFP1 antag | D1 potentiator | Apoferritin bind | D1 ag | TRHR ag | TRHR enhancer | D2 potentiator | D1 antagonist | RXFP1 agonist |
| --- | --- | --- | --- | --- | --- | --- | --- | --- | --- |
| COc1ccc(Cl)cc1C(=O)C1CCCN(Cc2cnc(C)s2)C1 (stereo unspecified) | -14 | 1 | -24% | 2 | 0.0 | 8 | 5 | 6 | -1.6% |
| Cc1cc(NC(=O)CCl)no1 | 10 | -7 | 0% | 1 | 1.3 | 22 | 12 | 5 | 0.0% |
| Cc1ccccc1-n1nc(C)c2c1NC(=O)CSC2c1ccccc1C(F)(F)F (stereo unspecified) | -19 | 0 | -11% | -1 | -0.8 | -9 | -1 | -8 | -6.0% |
| COc1ccc(CNc2oc(-c3cccc4ccccc34)nc2P(=O)(OC)OC)cc1 | 1 | 0 | 101%[activator] | 6 | -0.3 | -7 | 9 | 19 | 12% |
| Nc1cc2nc3ccccc3nc2cc1N | 11 | 0 | -11% | 2 | -0.3 | 1 | 3 | -8 | -0.9% |
| CC(=O)NCC(=O)Nc1ccc(Br)cc1C(=O)c1ccccc1 | -9 | 1 | -5% | 1 | 0.0 | 1 | 13 | 13 | 0.3% |
| CC1(C)CC(=O)C2=C(C1)NC(=O)C21C(C(=O)OC(C)(C)C)=C(N)Oc2ccc(Br)cc21 (stereo unspecified) | -9 | 8 | -8% | 5 | 0.2 | -8 | 1 | 5 | -4.1% |
| C[C@]12CC[C@H]3[C@@H](CCC4=CC(=O)CC[C@@]43O)[C@@H]1CCC2=O | 1 | -6 | -5% | 1 | -0.5 | 5 | 5 | 15 | 0.1% |
| CC(C)OP(=O)(OC(C)C)C(O)c1cccnc1 (stereo unspecified) | -4 | -2 | -4% | 0 | 0.5 | 0 | 0 | -6 | 3.6% |
| CC1COC2N=C(N[N+](=O)[O-])NC2O1 (stereo unspecified) | 8 | -12 | -3% | 2 | 1.7 | -6 | -4 | 35 | 0.7% |
| CCOP(=O)(OCC)C(c1ccccc1)N(C)C=O (stereo unspecified) | -18 | 4 | -5% | 3 | 0.3 | 4 | 10 | 10 | 0.0% |
| O=C(O)c1nn(Cc2ccc(Cl)cc2Cl)c2ccccc12 | -36 | -4 | -10% | 2 | -0.3 | 0 | 12 | 6 | 2.1% |
| C=CCn1c(O)c(/C=N/N2CCCCC2c2cccnc2)c(=O)[nH]c1=S (stereo unspecified) | -11 | 2 | 3% | 3 | -0.3 | -2 | nt | -2 | 6.8% |
| O=P(Nc1ccccc1)(Oc1ccccc1)Oc1ccccc1 | -6 | 5 | 0% | 2 | -0.3 | 17 | -6 | 2 | 3.7% |
| Cc1cccc(-n2c(O)c(/C=C3/C(c4ccccc4)=Nc4ccccc43)c(=O)[nH]c2=O)c1 | -5 | -4 | -17% | 6 | 1.7 | -5 | -17 | -21 | 0.0% |
| Cc1ccc2c(c1)C1CN(C)CCC1N2S(=O)(=O)c1ccccc1 (stereo unspecified) | -18 | -6 | -15% | 9 | 0.3 | -5 | -15 | -5 | -1.0% |
| CN(C)c1ccc(N=Cc2c(O)n(CCC3=CCCCC3)c(=O)[nH]c2=O)cc1 | 4 | 9 | -21% | 4 | 1.0 | -4 | -5 | 7 | -0.4% |
| O=C(COc1ccc(Cl)cc1)NC1CN2CCC1CC2 (stereo unspecified) | -15 | -1 | -6% | 0 | 1.0 | -2 | 1 | 11 | 0.0% |
| C/C(=N\N1CCCCCC1)c1c(O)n(C)c(=O)n(C)c1=O | nt | -9 | 6% | 2 | 0.5 | -14 | 4 | -7 | 0.0% |
| CCOC(=O)c1c(-c2ccc(OC)cc2)oc2ccc(OC(=O)N(C)C)cc12 | -15 | -21 | -12% | 17 | -0.1 | 3 | 15 | -15 | 7.5% |
| O=C(c1sc2ccccc2c1Cl)N1CCC2(CC1)OCCO2 | 21 | -12 | -20% | 3 | -1.0 | -7 | -12 | -9 | 0.1% |
| Cc1ccccc1-n1c(/C=C/c2ccccn2)nc2ccccc2c1=O | 6 | 6 | 2% | 1 | -1.6 | 8 | 13 | -19 | -0.2% |
| C/C(=N\NC(N)=O)c1c(O)n(C)c(=O)n(C)c1=O | 2 | 2 | -7% | 4 | 1.6 | 5 | 1 | 1 | 5.3% |
| CCCCCn1c(=O)c(C(=O)Nc2ccccc2)c(O)c2ccccc21 | -5 | 1 | -3% | 8 | 0.4 | -3 | -7 | 38 | 4.2% |
| Cc1cc(C)cc(N2C(=O)NC(=O)/C(=C\c3cccn3-c3ccc(Cl)cc3)C2=O)c1 | -10 | -2 | -21% | 6 | -1.0 | -19 | 9 | -7 | 1.1% |
| COC(=O)C1C(O)C(C)C(O)C(C)/C=C\C=C(/C)C(=O)Nc2c(C)c(OC(C)=O)c3c(c2O)C(=O)C(C)=C2OCOC(=C23)/C(C)=C/C(C)(O)C(O)C(C)C1O (stereo unspecified) | 2 | 0 | -7% | 4 | -2.3 | -2 | 6 | -7 | -1.7% |
| [N-]=[N+]=NCCN1CCC(O)CCC1=O (stereo unspecified) | nt | 0 | -2% | 0 | 0.5 | -4 | -6 | 10 | 1.7% |
| CC(=NCCN1CCCCC1)c1c(O)n(Cc2ccccc2)c(=O)[nH]c1=O | 10 | 1 | -17% | 1 | 0.2 | 4 | -12 | 1 | 0.2% |
| CC(C)[C@H](NC(=O)N1C[C@H]2C[C@@H](C1)c1cccc(=O)n1C2)C(=O)Nc1ccccc1F | nt | 10 | -4% | 0 | 0.0 | 1 | -30 | 0 | 0.3% |
| Cc1ccc(NP(=O)(Nc2ccc(C)cc2)Oc2ccccc2)cc1 | -30 | -4 | -9% | 6 | 0.6 | 3 | 14 | 9 | 1.5% |

The final 4 records of the part above are carried over, then new ones follow:
Molecule,RXFP1 antag,D1 potentiator,Apoferritin bind,D1 ag,TRHR ag,TRHR enhancer,D2 potentiator,D1 antagonist,RXFP1 agonist
[N-]=[N+]=NCCN1CCC(O)CCC1=O (stereo unspecified),nt,0,-2%,0,0.5,-4,-6,10,1.7%
CC(=NCCN1CCCCC1)c1c(O)n(Cc2ccccc2)c(=O)[nH]c1=O,10,1,-17%,1,0.2,4,-12,1,0.2%
CC(C)[C@H](NC(=O)N1C[C@H]2C[C@@H](C1)c1cccc(=O)n1C2)C(=O)Nc1ccccc1F,nt,10,-4%,0,0.0,1,-30,0,0.3%
Cc1ccc(NP(=O)(Nc2ccc(C)cc2)Oc2ccccc2)cc1,-30,-4,-9%,6,0.6,3,14,9,1.5%
Cc1cccc(NC(=S)N2CC3CC(C2)c2cccc(=O)n2C3)c1C (stereo unspecified),-9,1,-1%,3,-0.3,20,6,8,1.9%
CC(C)Sc1nnc([C@@H](N)Cc2c[nH]c3ccccc23)o1,8,-6,-18%,2,0.2,3,6,-4,-0.4%
Cc1ccc(N2C(=O)NC(=O)C(CCc3ccncc3)(Cc3cccc(Cl)c3Cl)C2=O)cc1 (stereo unspecified),-6,-1,2%,6,-0.1,1,nt,9,0.3%
N[C@@H](Cc1cc(Br)c(O)c(Br)c1)C(=O)O,nt,0,7%,1,0.7,-2,-15,-7,0.2%
O=C(COC(=O)Cc1ccccc1)Nc1ccc(Cl)cn1,5,-6,-13%,1,0.3,-12,-4,4,4.4%
COc1ccc(NC(=O)CN2CC=C(c3ccccc3)CC2)cc1S(=O)(=O)N1CCOCC1,-4,-7,-10%,-1,-0.3,-1,-28,5,-0.2%
Cn1nc(-c2ccc(C(=O)Nc3ccc(OC(F)(F)F)cc3)cc2)c2ccccc2c1=O,-10,0,?,9,0.3,-11,nt,-19,0.0%
CCNC(=O)NNC(=O)C1CC(c2cccnc2)=NO1 (stereo unspecified),0,10,0%,2,0.9,11,-3,-1,-1.3%
CCN(CCNc1ccc([N+](=O)[O-])c2cccnc12)S(=O)(=O)c1ccccc1,-4,0,-1%,4,7.6,-3,-6,10,1.3%
COc1ccc(N2C(=O)NC(=O)/C(=C\c3ccccc3[N+](=O)[O-])C2=O)cc1,-5,0,-13%,1,0.9,4,12,-3,-1.9%
CN1C(=O)C(=Cc2ccccc2Oc2ccc(Cl)cc2)C(=O)N(C)C1=O,-23,1,-17%,4,-0.4,-7,5,6,4.4%
CCc1cccc(NC(=O)CN2C(=O)CN=C(c3ccccc3F)c3cc(Cl)ccc32)c1,-7,-1,?,4,0.3,15,10,14,0.3%
CC1CN(c2ccc([N+](=O)[O-])c3cccnc23)CC(C)N1 (stereo unspecified),-14,0,-19%,1,0.0,-3,-15,2,-1.3%
Cc1ccnc(-n2c(C)nc3ccccc3c2=O)c1,-4,5,7%,-2,0.5,0,-7,12,-0.3%
N#Cc1cc(F)c(N2CCNCC2)cc1Cl,-1,0,-4%,2,0.4,-3,nt,-1,1.3%
c1ccc(Cn2ccnc2)cc1,nt,3,-4%,1,-0.1,14,8,-4,1.1%
COc1ccc2[nH]c(C)c(CCNCc3cccnc3)c2c1,-5,3,nt,34*,29,5,-6,3,0.1%
O=C1NC(=O)N(Cc2ccc(F)cc2)C(=O)/C1=C\C=C\c1ccco1,-70*,3,-17%,13,9.7,-5,5,-4,0.9%
COC(=O)C1=C(c2c(C)noc2C)C[C@@H]2CC[C@H]1N2C(=O)NC1Cc2ccccc2C1,nt,0,nt,-1,-0.3,-5,5,4,-0.4%

Assay outcomes from PubChem.

The list is partial; the hit share may differ from the screen's.
